Source: PubChem BioAssay
HT1080 IDH1KD tx – kills HT-1080 cells with IDH1 knockdown; AID 686971; HT-1080 IDH1 knockdown viability, ATP luminescence, 48 h; actives 2% (n = 360,000); Potency, µM (titrated, usually from 46.1 µM), for inactives: at the top dose activity, negative = toxicity, actives largely listed as cytotoxic;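 also: potency is read from the fitted curve at half-maximal effect; 0% = DMSO wells and -100% = cell-free medium wells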
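IDH1KD HT-1080 cells, 750/well, RPMI + 5% FBS; compound pinned after 2 h settling; 48 h, 37 °C; CellTiter-Glo luminescence; % activity normalised to DMSO and no-cell wells; curves fitted, classed by r2 and efficacy.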
HT1080NT lethal – kills 2HG-producing HT-1080-NT fibrosarcoma cells; HT-1080-NT fibrosarcoma viability, CellTiter-Glo ATP luminescence, 48 h; Potency, µM (titrated, usually from 46.1 µM), inactives show at the highest dose activity, negative = less viability, most hits filed as cytotoxic; actives 1.6% (n = 360,000);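 also: NT is the 2HG producing partner of a matched IDH1 knockdown line; potency is read from the fitted curve at half-maximal effect; 0% = DMSO-treated cells and -100% = media-only wells without cells; nearly all actives have a fitted effect of over 55% in size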
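Compounds were tested in concentration-response format on HT-1080-NT cells for 48 hours at 37 degrees C. Cell viability came from CellTiter-Glo luminescence; curves were classified by r2, response magnitude and activity.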
KB-V1 cytotox – KB-V1 MDR subline cytotoxicity; KB-V1 MDR cells viability, CellTiter-Glo, 72 h; Potency, µM (titrated, usually from 46.1 µM), for the others: top-dose activity change, negative = cytotoxicity, hits mostly cytotoxic; actives 3.4% (n = 400,000); AID 1347076; also: potency is read from the fitted curve at half-maximal effect; % is scaled to controls: 0 for no effect and ±100 for the full control effect; nearly all actives have a fitted effect of over 60% in size
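qHTS viability screen in drug-selected KB-V1 MDR cells: 72 h compound treatment at 37 degrees C, ATP luminescence end point.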
ATXN2 expr inh – inhibitors of ATXN2 expression | Potency, µM (top dose mostly 57 µM), for the others: at the highest dose activity change, negative = inhibition, usual class: inhibitors | AID 1745845 | HEK-293 ATXN2-luciferase reporter, luminescence, 24 h | actives 0.72% (n = 360,000); also: potency is read from the fitted curve at half-maximal effect; % is scaled to controls: 0 for no effect and ±100 for the full control effect; nearly all actives have a fitted effect of over 55% in size
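qHTS (up to 57 uM final) was run with 24 h compound exposure of reporter cells at 37 °C. Each well was multiplexed: SteadyGlo luminescence measured ATXN2-luciferase expression after a fluorogenic Gly-Phe-AFC viability readout (25 uM final).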
SW480 rereplic – DNA re-replication induction in SW480 cells; Potency, µM (titrated, usually from 46.1 µM), for the others: at the top dose re-replication activation, most hits filed as activators; SW480 DNA re-replication, Hoechst DNA content imaging, 48 h; actives 1.8% (n = 340,000); AID 624297; also: potency is read from the fitted curve at half-maximal effect; % of control where 0% means no effect; nearly all actives have a fitted effect of over 55% in size
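Treated cells incubate 48 hr (37 C, 5% CO2), are stained 40 min with Hoechst, and nuclear fluorescence is enumerated; a rise in nuclei with high DNA signal marks re-replication.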
KB-3-1 cytotox – KB-3-1 parental cell cytotoxicity; Potency, µM (titrated, usually from 46.1 µM), inactives show at the top dose activity change, negative = cytotoxic, most hits filed as cytotoxic; actives 1.4% (n = 400,000); KB-3-1 viability, CellTiter-Glo ATP luminescence, 72 h; also: potency is read from the fitted curve at half-maximal effect; % is scaled to controls: 0 for no effect and ±100 for the full control effect; nearly all actives have a fitted effect of over 60% in size
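Screening of KB-3-1 cells (DMEM, 10% FBS, phenol-red free) ran from lowest to highest compound concentration; after 72 h at 37 °C viability was read luminescently and curves fitted.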
WRN inhibitor – WRN helicase (human) inhibition; AID 651768; WRN helicase unwinding, fluorescent forked duplex, kinetic; actives 0.46% (n = 360,000); Potency, µM (titrated, usually from 114 µM), for inactives: at the highest dose activity change, negative = inhibition, usual class: inhibitors; also: potency is read from the fitted curve at half-maximal effect; % is scaled to controls: 0 for no effect and ±100 for the full control effect; nearly all actives have a fitted effect of over 55% in size
Target sequence (Q14191 whole entry, looked up): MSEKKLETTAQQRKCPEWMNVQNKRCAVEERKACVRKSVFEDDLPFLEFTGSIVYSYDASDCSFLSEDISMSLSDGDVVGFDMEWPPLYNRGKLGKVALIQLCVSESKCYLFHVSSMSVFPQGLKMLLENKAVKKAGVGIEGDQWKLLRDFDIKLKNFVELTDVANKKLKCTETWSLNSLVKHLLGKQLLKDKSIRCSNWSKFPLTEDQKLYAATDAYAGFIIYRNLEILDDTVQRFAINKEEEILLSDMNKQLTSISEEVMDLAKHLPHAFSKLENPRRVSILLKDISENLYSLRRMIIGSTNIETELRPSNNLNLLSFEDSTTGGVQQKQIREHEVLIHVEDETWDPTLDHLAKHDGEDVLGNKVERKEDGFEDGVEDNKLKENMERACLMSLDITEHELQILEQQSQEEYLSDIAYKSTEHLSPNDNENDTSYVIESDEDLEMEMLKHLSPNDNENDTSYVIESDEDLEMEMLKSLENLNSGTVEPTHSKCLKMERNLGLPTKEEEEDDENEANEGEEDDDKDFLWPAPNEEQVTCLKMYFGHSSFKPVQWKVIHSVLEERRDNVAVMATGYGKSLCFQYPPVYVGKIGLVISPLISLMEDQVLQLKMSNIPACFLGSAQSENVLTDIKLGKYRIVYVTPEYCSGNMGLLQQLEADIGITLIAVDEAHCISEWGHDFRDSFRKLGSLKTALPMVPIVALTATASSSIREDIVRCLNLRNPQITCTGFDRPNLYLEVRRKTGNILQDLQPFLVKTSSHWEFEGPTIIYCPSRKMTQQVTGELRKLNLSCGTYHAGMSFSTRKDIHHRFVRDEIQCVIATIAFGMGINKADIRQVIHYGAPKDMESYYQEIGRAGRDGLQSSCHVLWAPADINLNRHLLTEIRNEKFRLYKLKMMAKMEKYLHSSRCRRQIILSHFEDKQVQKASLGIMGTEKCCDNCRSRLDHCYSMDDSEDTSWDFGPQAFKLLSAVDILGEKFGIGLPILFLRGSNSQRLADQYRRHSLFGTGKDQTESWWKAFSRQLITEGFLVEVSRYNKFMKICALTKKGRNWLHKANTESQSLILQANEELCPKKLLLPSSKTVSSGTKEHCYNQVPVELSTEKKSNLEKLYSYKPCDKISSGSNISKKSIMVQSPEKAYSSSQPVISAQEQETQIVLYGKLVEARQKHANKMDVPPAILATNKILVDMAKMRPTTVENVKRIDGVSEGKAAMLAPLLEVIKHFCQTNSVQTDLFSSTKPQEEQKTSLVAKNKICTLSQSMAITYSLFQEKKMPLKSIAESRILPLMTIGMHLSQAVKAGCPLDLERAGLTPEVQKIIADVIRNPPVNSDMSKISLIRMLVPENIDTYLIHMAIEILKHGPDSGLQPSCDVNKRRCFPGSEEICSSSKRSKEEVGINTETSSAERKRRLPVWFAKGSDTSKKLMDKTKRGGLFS
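Primary qHTS, 1536-well format. 20 nM WRN + compound, 15 min RT; start with 100 nM forked fluorophore/quencher duplex, 2 mM ATP (final); kinetic read ex 525/em 598 nm.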
IL-1B inflam inh – blocks inflammasome-driven IL-1 beta release | activity change, % at 57.5 µM | AID 743279 | actives 4.7% (n = 360,000) | THP-1 LPS/ATP IL-1B secretion, AlphaLISA, 16 h; stronger effect = lower value; in the data active = activity change below about -50%; inconclusive = mostly about -30% to -49%; also: % is scaled to controls: 0 for no effect and ±100 for the full control effect
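Secreted IL-1B measured by AlphaLISA bead assay after 16 h compound exposure of THP-1 cells; compounds (final up to 57.5 uM) added 1 h before LPS (250 ng/mL) and ATP (1.25 mM) stimulation; lower signal means less secretion.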
MCF10A rerep – inducers of DNA re-replication in MCF 10A breast cells; MCF 10A DNA re-replication, Hoechst nuclear intensity, 48 h; Potency, µM (doses to about 46.1 µM), without a hit: at the highest dose activity, positive = re-replication, usual class: activators; actives 2.9% (n = 350,000); also: potency is read from the fitted curve at half-maximal effect; % of control where 0% means no effect; nearly all actives have a fitted effect of over 50% in size
Active calls of the source: *; i = inactive; ? = inconclusive; . = not tested or not shown; [ ] = another dose, or the depositor's remark. Unless noted, calls follow the shape of the dose curve; as a rule, active = well fitted curve in the direction sought with a large enough effect; inconclusive = small, poorly fitted or top-dose-only effect, or another doubt; inactive = no such curve, though single readings can be large; an effect the other way counts as inactive or inconclusive.

SMILES	HT1080 IDH1KD tx	HT1080NT lethal	KB-V1 cytotox	ATXN2 expr inh	SW480 rereplic	KB-3-1 cytotox	WRN inhibitor	IL-1B inflam inh	MCF10A rerep
CN1CCN(C(=O)C2=C[C@@H](C(C)(C)C)C[C@@H](OCc3ccc(CO)cc3)O2)CC1	1%	1%	-3%	-16%	-3%	-8%	-8%	-19	19%
O=C(O)c1ccc(OCc2cn3ccccc3n2)cc1	4%	9%	-1%	.	7%	1%	2%	44	18%
CCCC(=O)Nc1nc2ccc(S(=O)(=O)N3CCCCC3)cc2s1	4.1µM*	?	?	-16%	3.7µM*	13µM*	1%	30	?
COc1ccc(C2Nc3ccccc3NC3=C2C(=O)CC(C)(C)C3)cc1O (centres undefined)	?	-8%	0%	4%	?	-12%	-15%	?	?
CCOCCCNS(=O)(=O)c1ccc(NC(=O)c2ccc([N+](=O)[O-])cc2Cl)cc1	-1%	5%	?	7%	-2%	24%	-13%[57.1 µM]	1	3%
Cc1nn(C)c(C)c1S(=O)(=O)N1CCCC(C(=O)NCC2COc3ccccc3O2)C1 (centres undefined)	-7%	10%	-10%	-5%	-1%	-6%	-4%	23	9%
O=C(O)c1ccc2[nH]c3c(c2c1)CSCC3	11%	11%	-4%	3%	-4%	7%	-25%	-18	-5%
CCOC(=O)c1c(C)[nH]c(C(=O)CN(C)CC(=O)Nc2ccccc2C(F)(F)F)c1C	3%	-2%	-1%	-8%	1%	?	0%	16	1%
Cc1c(OC(C)C(=O)NCCCN2CCOCC2)ccc2c3c(c(=O)oc12)CCCC3 (centres undefined)	-8%	-4%	-5%	-11%	-6%	3%	0%	-16	0%
COc1ccccc1C(=O)NNC(=O)c1ccc2ccccc2c1O	?	?	-9%	.	.	-26%	-8%	71	.
CC1CCN(CCOCCOc2ccc(Br)cc2Cl)CC1	-29%	-24%	23µM*	-22%	?	?	-2%	?	?
COc1ccc(Cl)cc1N(CC(=O)N1CCN(Cc2ccccc2)CC1)S(C)(=O)=O	5%	-1%	-7%	-6%	-4%	1%	-21%	-25	11%
COc1cc(OC)c(OC)cc1/C=C/c1cc(C(=O)O)c2ccccc2n1	1%	26%	-2%	.	-8%	5%	-2%	6	17%
Cc1cccc(NC(=O)c2cc(S(=O)(=O)NCc3ccco3)ccc2F)c1C	?	-3%[9.24 µM]	-24%	?	4%	-1%	-6%	-14	19%
CCc1ccc(C(CNc2nc(C(F)(F)F)nc3ccccc23)N(C)C)cc1 (centres undefined)	21µM*	23µM*	16µM*	?	21µM*	-1%	-13%	-104*	?
Cc1cccc(Nc2ncnc3onc(-c4ccc(F)cc4)c23)c1C	-9%	23%	0%	-3%	-4%	-4%	6%	12	19%
CN1C/C(=C\c2ccc(N3CCOCC3)cc2)C(=O)/C(=C/c2ccc(N3CCOCC3)cc2)C1	?	?	21µM*	?	?	?	-12%	-103*	18µM*
Cc1cc(NC(=O)CSc2nnc(C3CC3)n2N)c([N+](=O)[O-])cc1C	8%	2%	0%	-1%	-5%	13%	4%	26	-2%
O=C(NCC1CCCO1)C1CCN(S(=O)(=O)c2cccc3cccnc23)CC1 (centres undefined)	-3%	0%	?	-1%	1%	?	-8%	0	5%
COc1ccc(Cl)cc1C(=O)Nc1cccc(-c2ccc3nncn3n2)c1	13%	4%	-8%	-17%	-2%	14%	-13%	-64*	0%
O=C(Nc1ccc(S(=O)(=O)Nc2ccccc2F)cc1)N1CCCCC1	-6%	1%	?	2%	?	-18%	-18%	i	-1%
CC(=O)c1cc2c(O)c(O)ccc2o1	-14%	3%	?	0%	2%	5%	-23%	65	1%
C[C@H](O)[C@@H]1CN2CCc3c([nH]c4ccccc34)[C@@H]2C[C@@H]1N(C)C(=S)Nc1ccc(C#N)cc1	-20%	-15%	?	-20%	.	0%	-2%	-22	.
COc1c2ccoc2c(OCC=C(C)C)c2oc(=O)ccc12	7%	-1%	-9%	-11%	-43%	6%	0%	12	8%
Cc1ccc(-c2nnc(N(C)C(=O)c3ccncc3)s2)cn1	1%	22%	1%	8%	-1%	?	3%	?	0%
O=C1OCc2ccc(NC(=O)c3c(F)cccc3Cl)cc21	9%	1%	-12%	32%	?	0%	-3%	-9	-4%
Cc1nnc(NC(=O)CSc2ccc([N+](=O)[O-])cn2)s1	-2%	23%	13%	-2%[11.3 µM]	0%	9%	-4%	-12	2%
O=c1c2ccccc2nc(-c2ccccc2)n1/N=C/c1ccc([N+](=O)[O-])cc1	-1%	-6%	0%	-8%	-6%	10%	-6%	11	-2%
O=S1(=O)C=CC(N2CCOCC2)C1 (centres undefined)	20%	18%	?	-17%	-5%	12%	0%	29	-2%
Cn1cccc1CNCC(O)c1ccccc1 (centres undefined)	8%	8%	-13%	-21%	-3%	18%	4%	2	1%
FC(F)(F)c1cc(-c2cccs2)n[nH]1	4%	0%	5%	-9%	1%[9.22 µM]	0%	7%	22	-3%
COC(CNC(=O)c1cc(-c2ccncc2)nc2ccc(S(=O)(=O)N3CCOCC3)cc12)OC	-6%	4%	20%	.	-62%[inhibitor]	1%	3%	-3	-3%
Clc1ccccc1NN(Cc1ccncc1)c1ccccc1Cl	?	?	-25%	.	.	?	-1%	?	.
COc1ccccc1Cc1c(-c2ccccc2)nc2ccc(Cl)cn12	-13%	-23%	1%	7%	.	0%	-8%	28	.
COC(=O)c1ccc2c(c1)NC(=O)C(N1CCOCC1)S2 (centres undefined)	-6%	2%[9.24 µM]	0%	15%	-8%	-18%	-7%	-13	-5%
Nc1nnc(SCc2ccc([N+](=O)[O-])cc2)s1	2%	-4%	2%	16%	3%	-6%	3%	34	-2%
CCOC(=O)Nc1cc(C(=O)OC)ccc1C	13%	18%	-18%	-9%	2%	-1%	-2%	6	16%
CC1CCCCC1N=CC1=C(O)CC(C)(C)CC1=O (centres undefined)	23%[9.24 µM]	5%	?	27%	-3%	1%	2%[57.1 µM]	15	16%
CC1CC(CC(=O)NNc2nc(-c3ccccc3)cs2)C(=O)O1 (centres undefined)	2%	-2%	27%	-21%	-70%[inhibitor]	-6%	-1%	25	4%
C=CCn1cnc2c(nnn2-c2cc(C)cc(C)c2)c1=O	1%	4%	?	-6%	-2%	1%	-8%	-6	0%

4 structures already listed, ordered by length of the SMILES, largest number first:
SMILES	HT1080 IDH1KD tx	HT1080NT lethal	KB-V1 cytotox	ATXN2 expr inh	SW480 rereplic	KB-3-1 cytotox	WRN inhibitor	IL-1B inflam inh	MCF10A rerep
CN1CCN(C(=O)C2=C[C@@H](C(C)(C)C)C[C@@H](OCc3ccc(CO)cc3)O2)CC1	1%	1%	-3%	-16%	-3%	-8%	-8%	-19	19%
CCOCCCNS(=O)(=O)c1ccc(NC(=O)c2ccc([N+](=O)[O-])cc2Cl)cc1	-1%	5%	?	7%	-2%	24%	-13%[57.1 µM]	1	3%
CCc1ccc(C(CNc2nc(C(F)(F)F)nc3ccccc23)N(C)C)cc1 (centres undefined)	21µM*	23µM*	16µM*	?	21µM*	-1%	-13%	-104*	?
CC1CC(CC(=O)NNc2nc(-c3ccccc3)cs2)C(=O)O1 (centres undefined)	2%	-2%	27%	-21%	-70%[inhibitor]	-6%	-1%	25	4%

Next section:
SMILES	HT1080 IDH1KD tx	HT1080NT lethal	KB-V1 cytotox	ATXN2 expr inh	SW480 rereplic	KB-3-1 cytotox	WRN inhibitor	IL-1B inflam inh	MCF10A rerep
COc1ccc(CC(NC(C)=O)C(=O)NC2CCN(C(=O)Nc3ccc(C#N)cc3)CC2)cc1OC (centres undefined)	-15%	-7%	5%	-10%	-10%	7%	-2%	-11	-1%
CC(=O)Nc1cccc(/C(C)=N/NS(=O)(=O)c2ccc(C)cc2)c1	17%	12%	8%	-12%	-1%	0%	6%[57.1 µM]	-5	0%
Cc1ccc(NC(=O)CNC(=O)Cc2cccc3ccccc23)c(O)c1	-14%	-12%	1%	6%	-56%[inhibitor]	-2%	7%	28	0%
Cc1cccc(N(CC(=O)NC(C)(C)C)C(=O)CCC(=O)Nc2nccs2)c1	9%	-1%	?	-22%	-18%	4%	4%	-5	?
CC(NC(=O)c1ccncc1)c1ccccc1 (centres undefined)	-9%	-8%	25%	2%	12%	10%	-2%	0	0%
CCN(CC)CCN1C(=O)C(O)=C(C(=O)c2ccc(C)o2)C1c1ccccn1 (centres undefined)	0%	5%	?	7%	-5%	2%	3%[57.1 µM]	11	-5%
O=C(NCCC1CCCCN1S(=O)(=O)c1ccc(Cl)cc1)C(=O)NCc1cccnc1 (centres undefined)	-10%	-4%	-20%	?	-86%[inhibitor]	-3%	0%	-10	1%
Cn1c(=O)[nH]c(=O)c2c1nc(N1CCCCCC1)n2CCSc1nc2ccccc2o1	9%	5%	-2%	-1%	-13%	-9%	5%	17	5%
Cc1ccc(C(O)c2ncc(-c3ccccc3Cl)[nH]2)c(C)c1 (centres undefined)	?	?	2%	0%	.	0%	3%	-14	.
O=C(CN1CCN(C2CCCCC2)CC1)Nc1cccc2ccccc12	10%	-5%	?	26%	-1%	11%	-20%	5	0%
CCOC(=O)c1sc(NC(=O)CN2C(=O)NC3(CC(C)CC(C)(C)C3)C2=O)c(C(=O)OCC)c1C (centres undefined)	6%	10%	-21%	7%	6%	-2%	-6%	?	4%
O=C(COc1ccc([N+](=O)[O-])cc1)Nc1ccc2c(c1)OCO2	-13%	-26%	2%	15%	0%	-8%	-4%	5	-45%[inhibitor]
Cc1sc2ncnc(N3CCC(C(=O)NNC(=O)COc4ccccc4Cl)CC3)c2c1C	-17%	-9%	?	-17%	4%	-4%	-15%	-24	4.1µM*
C=CCn1c(SCc2nc3sc(C(=O)O)c(C)c3c(=O)[nH]2)nnc1-c1ccccc1	2%	-2%	-1%	-12%[11.3 µM]	4%	1%	-35%[57.1 µM]	30	-1%
OCCN(CC#CCn1c2ccccc2c2ccccc21)CCO	-2%	-10%	-19%	.	-4%	-4%	8%	-22	4%
